Bioassay records deposited in PubChem BioAssay by Broad Institute.
Casp6 inh = human caspase-6 inhibitors, primary screen, biochemical, VEID-R110 fluorescence, single point, set 2. P55212. purified caspase-6, Z-VEID-R110 cleavage fluorescence. inhibition, % at 12.5 µM. 350,000 tested, 0.53% active. AID 686996, 2013;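 active = mean inhibition across replicates at least about 35%, with every replicate also reaching that limit, limit read from the data; inconclusive = only one of the two criteria met; inactive = neither criterion met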;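 note: 0% = median of neutral control wells and 100% = no fluorescence left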
Target sequence (P55212 24-179 limits assumed): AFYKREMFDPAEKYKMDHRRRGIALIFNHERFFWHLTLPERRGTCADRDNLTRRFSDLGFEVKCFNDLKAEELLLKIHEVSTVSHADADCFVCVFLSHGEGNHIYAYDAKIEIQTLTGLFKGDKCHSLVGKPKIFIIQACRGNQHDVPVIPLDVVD
Target sequence (P55212 194-293 limits assumed): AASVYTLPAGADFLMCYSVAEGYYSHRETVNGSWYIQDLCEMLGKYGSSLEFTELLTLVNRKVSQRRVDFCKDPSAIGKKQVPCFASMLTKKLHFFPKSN
EWS-Fli inh = EWS/Fli-driven NR0B1 reporter inhibitors, primary screen, A673 cells, NR0B1 luciferase, luminescence, MLPCN library; viability-normalised; inhibition, % at 12.6 µM; 350,000 tested, 0.67% active;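 active = mean inhibition of at least 50% after viability correction, with every replicate also passing that limit; inconclusive = mean reaches 50% but only one of two replicates passes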;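 note: firefly luciferase signal divided by Alamar Blue viability fluorescence both relative to DMSO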
SIRT5 inh = SIRT5 desuccinylase inhibitors, primary screen, biochemical, fluorescence imaging, single point, set 5 | NAD-dependent protein deacylase sirtuin-5, mitochondrial (Homo sapiens), Q9NXA8 | Purified SirT5, succinyl-peptide AMC, trypsin-coupled fluorescence | inhibition, % at 15 µM | 330,000 tested, 1.1% active | AID 652115, 2013; in the data active = inhibition above about 15%; inconclusive = no clear call, values can overlap the other calls
Target sequence (Q9NXA8 whole entry, looked up): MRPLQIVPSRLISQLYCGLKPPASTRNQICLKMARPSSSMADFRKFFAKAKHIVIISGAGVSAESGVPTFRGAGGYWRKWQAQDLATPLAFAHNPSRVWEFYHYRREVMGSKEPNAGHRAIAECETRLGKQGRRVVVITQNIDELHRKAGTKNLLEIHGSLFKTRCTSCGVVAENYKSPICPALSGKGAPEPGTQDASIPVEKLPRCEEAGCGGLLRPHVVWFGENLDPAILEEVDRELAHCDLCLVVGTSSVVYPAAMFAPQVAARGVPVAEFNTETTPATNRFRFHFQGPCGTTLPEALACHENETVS
PAX8 reporter = inhibitors of PAX8-driven TPO luciferase reporter, primary screen, RMG-I cells, single concentration | AID 652154, 2013 | inhibition, % at 12.6 µM | SteadyGlo, 24 h | 360,000 tested, 1.2% active;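 active = mean replicate inhibition at least 60% with every replicate also reaching 60%; inconclusive = only one of the two criteria is met; inactive = mean below 60% and not all replicates reaching 60%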;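 note: luciferase light reporting Pax8 driven TPO promoter activity; plate controls were median of neutral control wells for no effect and mitoxantrone controls for full effect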
LGR2 antag = inhibitors of bursicon-induced LGR2 CRE-luciferase signal, primary screen, cell-based, HEK293, CRE-luciferase reporter, bursicon stimulation; Drosophila bursicon receptor LGR2 (rickets); inhibition, % at 9.99 µM; AID 720647, 2013; bursicon-stimulated, 4 h; 380,000 tested, 0.35% active;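 active = drop in luminescence signal, shown as inhibition above about 50% in the replicate tests, limit read from the data, passing the limit was not always enough; inconclusive = probably only some replicates passing the limit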;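 note: agonist challenge used bursicon conditioned medium at about half maximal strength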
ARNT-TACC3 inh = disruptors of ARNT/TACC3 protein interaction, primary screen, biochemical, AlphaScreen, single concentration; Transforming acidic coiled-coil-containing protein 3 (Homo sapiens), Q9Y6A5; inhibition, % at 9.99 µM; 390,000 tested, 0.66% active; AID 623870, 2012; AlphaScreen His-ARNT PAS-B/GST-TACC3 binding, luminescence; TACC3 fragment carries E629A point mutation;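 active = mean inhibition of replicates at least 50% and at least half of replicates each reaching 50%; inconclusive = half or more replicates reach 50% but mean below 50%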;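 note: 0% = complete ARNT plus TACC3 wells and 100% = ARNT alone without TACC3; many hits fall short of the cut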
DENV2 CPE rescue = inhibitors of DENV2 cytopathic effect, primary screen, cell-based, plate reader, single concentration; CPE inhibition, % at 9.99 µM; 350,000 tested, 1.7% active; AID 651640, 2012; DENV2-infected cells, cytopathic effect rescue; in the data active = CPE inhibition above about 20%, passing the limit was not always enough; inconclusive = no clear call, values can overlap the other calls; tested in BHK-21 cells;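 note: 0% = median of neutral control wells and 100% = median of positive control wells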
* marks the source's active call; other numbers are inactive results; ? = inconclusive; . = no result given; & = joins results of further samples.

SMILES	Casp6 inh	EWS-Fli inh	SIRT5 inh	PAX8 reporter	LGR2 antag	ARNT-TACC3 inh	DENV2 CPE rescue
CNC[C@@H]1Oc2ccc(NC(=O)CCCN(C)C)cc2C(=O)N([C@H](C)CO)C[C@@H]1C	-82	-8	-3	-5	11	-7	1
CC(=O)NC[C@@H]1[C@@H](c2ccc(-c3ccccc3F)cc2)[C@@H](CO)N1C(C)=O	-1	-8	0	3	-29	-5	20*
CCOc1ccc(Cn2c(O)cc(=O)[nH]c2=O)cc1	13	.	3	.	-1	3	.
O=C(NC1CCCCC1)N1CC(=O)N2[C@H](C1)[C@H](c1ccc(-c3ccccc3)cc1)[C@@H]2CO	3	-7	0	6	-9	.	8
CN(c1cc2c(c3c1ccn3C)C1CCC2C1)C1CCCCC1 (configuration not stated)	-2	7	0	4	14	.	-3
Cc1ccc(CN2CC(C(=O)N3CCN(S(=O)(=O)c4cccc(F)c4)CC3)CC2=O)cc1 (configuration not stated)	3	1	0	8	-19	-1	1
Cc1ccc(C(=O)COC(=O)[C@@H](NC(=O)c2ccco2)C(C)C)s1	-6	10	.	-12	-6	22	-3
Cc1ccc(S(=O)(=O)N(C)c2ccc(OCC(=O)Nc3cc(C(=O)O)ccc3Cl)cc2)cc1	27	0	-3	5	5	.	-5
O=C1[C@H]2[C@@H](c3ccc(F)cc3)N3C(=O)N(c4ccc(Br)cc4)C(=O)[C@@]3(Cc3ccc(Cl)cc3)[C@H]2C(=O)N1C1CCCCC1	-2	2	-2	41	10	-1	15
COc1ccc(NC(=O)c2ccc3ccccc3c2OC)cc1	1	-111	-1	-121	-110	-7	-10
O=C(N/C(=C\c1ccco1)C(=O)N1CCCC1)c1ccccc1	5	5	4	12	16	3	3
Clc1ccc(CSc2ncnc3c2ncn3C2CCCCO2)cc1 (configuration not stated)	-1	-37	-2	-42	-44	6	-6
CCNC(=S)Nc1ccc(S(=O)(=O)Nc2cc(C)nc(C)n2)cc1	4	-8	12	-89	-1	3	-1
COc1ccc(CN2C[C@H](O)COC[C@H]3O[C@H](CC(=O)N(C)C)CC[C@@H]32)cc1	0	2	1	-14	5	0	-3
C[C@@H]1CN([C@@H](C)CO)C(=O)Cc2cc(NC(=O)Nc3ccccc3)ccc2O[C@H]1CN(C)C(=O)Nc1ccccc1	0	-9	5	12	2	8	4
O=C1CCCS(=O)(=O)c2ccccc21	2	-8	3	-1	.	-15	0
COc1ccc(C(=O)Nc2nnc(Cc3ccccc3)s2)c(OC)c1	0	-45	-3	-30	-12	1	15
CO[C@H](CN(C)C(=O)C1CCOCC1)[C@H](C)CN(C(=O)Nc1ccc(F)cc1)[C@@H](C)CO	-1	-13	-5	.	4	0	-5
CO[C@@H]1CN(C)C(=O)c2ccc(NC(=O)C3CC3)cc2OC[C@H](C)N(C(=O)c2ccccc2)C[C@@H]1C	-1	-1	0	2	-1	-7	1
CC(=O)N[C@@H](Cc1c[nH]c2ccccc12)C(=O)OCC(=O)Nc1ccc(S(=O)(=O)N(C)C)cc1	0	13	-2	-18	14	7	-4

Whole records as entered above.
CCOc1ccc(Cn2c(O)cc(=O)[nH]c2=O)cc1 as listed: Casp6 inh = 13; EWS-Fli inh = .; SIRT5 inh = 3; PAX8 reporter = .; LGR2 antag = -1; ARNT-TACC3 inh = 3; DENV2 CPE rescue = .
CCNC(=S)Nc1ccc(S(=O)(=O)Nc2cc(C)nc(C)n2)cc1 as listed: Casp6 inh = 4; EWS-Fli inh = -8; SIRT5 inh = 12; PAX8 reporter = -89; LGR2 antag = -1; ARNT-TACC3 inh = 3; DENV2 CPE rescue = -1

Next part.
SMILES	Casp6 inh	EWS-Fli inh	SIRT5 inh	PAX8 reporter	LGR2 antag	ARNT-TACC3 inh	DENV2 CPE rescue
CN(Cc1ccon1)C(=O)C1CCC(=O)N(Cc2ccc(Cl)cc2)C1 (configuration not stated)	1	4	-2	0	6	-25	1
CCOc1ccc(/C=N/OCC(=O)NCc2ccco2)cc1	4	-6	0	-4	-13	5	0
O=C(NCC1CCCO1)C(c1cccnc1)N(C(=O)Cc1cccs1)c1ccccc1 (configuration not stated)	8	3	0	.	-11	-3	8
Fc1c(F)c(F)c(N=Cc2ccc3ncccc3c2)c(F)c1F	-2	-1	-5	5	24	2	-1
CCOc1ccc(C/C(O)=C2\C(=O)CC(C)(C)CC2=NCC(=O)O)cc1OCC	1	6	-1	-21	-41	4	13
COc1ccc2c3c([nH]c2c1)[C@H](CO)N(C(=O)Nc1ccc(F)cc1)CC31CN(S(=O)(=O)c2cccc(F)c2)C1	-1	1	1	.	-6	.	2
COc1cc(/C=C/C(=O)NC2CCCCC2)cc(OC)c1OC	-1	-1	0	22	4	4	3
CC(=O)N1[C@@H]2Cn3c(ccc(-c4cncnc4)c3=O)[C@H]1[C@@H](C(=O)NC1Cc3ccccc3C1)[C@@H]2CO	-3	1	-44	5	4	-1	-3
O=C(O)C[C@H]1C[C@@H]2c3cc(NC(=O)Cc4ccncc4)ccc3O[C@@H]2[C@@H](CO)O1	1	0	2	-16	2	10	90*
CN(C(=O)c1cccc(NC(=O)Cc2cccc([N+](=O)[O-])c2)c1)C1CCCCC1	-3	17	-2	-12	.	1	0
COc1ccc(NC(=O)C(c2ccncc2)n2c(=O)c(-c3ccccc3)nc3ccccc32)cc1 (configuration not stated)	1	-64	-9	-94	-36	.	17
C[C@@H]1CN([C@@H](C)CO)C(=O)CCCn2cc(nn2)CO[C@H]1CN(C)C(=O)Nc1ccccc1C(F)(F)F	-3&1	2&5	0&-3	-1	8	-2&2	-5&-1
CN(C(=O)CSc1nc2ccccc2n1C)C1CCS(=O)(=O)C1 (configuration not stated)	0	-3	-1	-1	-7	0	2
CCOc1ccc(S(=O)(=O)N2CCN(C(=O)c3oc4ccc(OC)cc4c3C)CC2)cc1	1	13	-4	0	-17	-1	-4
N#CC1(NC(=O)CSc2nnc(Nc3ccccc3F)s2)CCCC1	2	-26	1	-21	-6	.	0
O=C(Nc1ccc(C(=O)NCc2ccccc2Cl)cc1)C1=CSCCO1	1	.	-1	-66	-12	10	?
Nc1ccn([C@@H]2O[C@H](C(=O)N[C@H](CO)Cc3ccccc3)[C@@H](O)[C@H]2O)c(=O)n1	1	-1	-6	-21	-9	.	-3
CC(C)N(Cc1nc(-c2ccc(Cl)cc2)no1)C(=O)CCCN1C(=O)c2ccccc2C1=O	1	-1	2	3	-2	3	-1
Cc1ccccc1S(=O)(=O)N1CCCCN2[C@@H](CO)[C@H](c3ccc(-c4ccccc4)cc3)[C@@H]2C1	-2	13	5	8	.	12	8
COCCCNC(=S)N(CCN(C)C)Cc1cc2cc3c(cc2[nH]c1=O)OCCO3	-1	10	7	13	8	2	4

Random excerpt: 2 entries already listed
SMILES	Casp6 inh	EWS-Fli inh	SIRT5 inh	PAX8 reporter	LGR2 antag	ARNT-TACC3 inh	DENV2 CPE rescue
Cc1ccc(C(=O)COC(=O)[C@@H](NC(=O)c2ccco2)C(C)C)s1	-6	10	.	-12	-6	22	-3
COc1ccc(CN2C[C@H](O)COC[C@H]3O[C@H](CC(=O)N(C)C)CC[C@@H]32)cc1	0	2	1	-14	5	0	-3

(further entries)
SMILES	Casp6 inh	EWS-Fli inh	SIRT5 inh	PAX8 reporter	LGR2 antag	ARNT-TACC3 inh	DENV2 CPE rescue
O=C(CCCN1C(=O)c2cccnc2C1=O)Nc1ccc(F)cc1Cl	0	-13	-4	1	15	1	-2
O=C(Cc1cccnc1)N[C@@H]1CC[C@H](CCn2cc(-c3ccccc3F)nn2)O[C@@H]1CO	2	3	-1	-16	8	6	45*
Cc1ccc(C)c(CC(=O)N2CCCC(c3cc(C(=O)Nc4ccccc4Cl)no3)C2)c1 (configuration not stated)	-1	-8	.	-7	3	.	?
Cc1c(CN2CCN(CC(C)C)C(CCO)C2)[nH]c2ccc(Cl)cc12 (configuration not stated)	-3	10	6	7	17	5	-5
COc1ccc(/C=C/C(=O)N(C)C2CCS(=O)(=O)C2)cc1OC (configuration not stated)	-3	-5	8	0	8	-3	0
Cc1ccccc1S(=O)(=O)N1CC[C@@H]2[C@@H](CO)Nc3ccc(-c4cccc(F)c4)cc3[C@@H]21	-1	12	3	20	18	4	-9
Cc1cc(C)n(-c2cc(C(C)(C)C)nc3c(-c4ccccc4)cnn23)n1	5	-101	0	-193	-94	11	15
C[C@@H](NS(=O)(=O)c1c(F)cccc1F)c1ccccc1	-1	4	-6	12	8	.	-10
COc1ccc(NC(=O)Nc2ccc3c(c2)CC(=O)N([C@@H](C)CO)C[C@H](C)[C@H](CN(C)C(=O)Nc2ccc(OC)cc2)O3)cc1	1	-16	-1	.	9	6	11
CCCCc1ccccc1NC(=S)NC1CCCC1	-1	.	-20	18	5	7	5
COc1ccc(S(=O)(=O)Nc2ccc3c(c2)CC(=O)N([C@@H](C)CO)C[C@@H](C)[C@@H](CN(C)S(=O)(=O)c2cn(C)cn2)O3)cc1	.	-4	.	-20	2	.	.
COc1ccccc1CCC(=O)OCC(=O)Nc1ccc2[nH]c(=O)[nH]c2c1	-1	3	2	-10	9	-1	17
C[C@@H]1CN([C@@H](C)CO)C(=O)CCCn2nncc2CO[C@@H]1CN(C)S(=O)(=O)c1ccc(Oc2ccccc2)cc1	3&1&0	6&7&2	-1&5&-2	2&2	-8&-4	6&4	10&2&-7
COc1cccc(CC(=O)Nc2ccc3c(c2)CCC3)c1	-3	-12	-3	1	-12	-7	7
CC1(C)Cc2ccccc2/C(=C/C(=O)N2CCCCCC2)N1	2	17	-2	.	-7	14	-1
C[C@@H](O)C#Cc1ccc([C@@H]2[C@@H](CO)N3CCCCN(C(=O)c4ccc5c(c4)OCO5)C[C@@H]23)cc1	.	7	4	1	-19	-2	.
C[C@H](CO)N1C[C@H](C)[C@@H](CN(C)S(=O)(=O)c2ccc(F)cc2)Oc2ncc(C#CC3(O)CCCC3)cc2C1=O	-3	-3	1	5	8	-11	?
COc1ccc(CNC(=O)C[C@H]2C[C@H](C(=O)N(C(C)C)C(C)C)[C@@]3(C)c4[nH]c5cc(-c6ccco6)ccc5c4CCN3C2=O)cc1OC	-2	17	-2	8	8	1	11
O=c1[nH]c2ccccc2c(O)c1Cc1ccccc1	3	-3	.	11	11	-5	6
O=C1C=C(Nc2ccccc2)CC(c2ccccc2)C1 (configuration not stated)	1	3	-7	2	8	-9	-2
O=C(C[C@H]1CC[C@H]2[C@@H](COC[C@@H](O)CN2Cc2cccc(F)c2)O1)NCc1cccc(F)c1	0	0	-2	14	1	-13	4
C[C@@H]1CCCCO[C@H](CN(C)Cc2ccncc2)[C@@H](C)CN([C@@H](C)CO)C(=O)c2cc(NC(=O)CCCN(C)C)ccc2O1	.	-5	.	-7	18	.	.
COC(C[C@H](O)C[C@@H](O)[C@H](C)OCc1ccccc1)OC	0	-7	7	-2	-9	-7	4
CC(C)Oc1ccc(C(CC(=O)O)Cc2ccccc2)cc1 (configuration not stated)	2	-3	-1	-2	-9	-7	-2
Cc1c(O)cccc1C(=O)N[C@@H](CSc1ccccc1)[C@H](O)CN1C[C@H]2CCCC[C@H]2C[C@H]1C(=O)NC(C)(C)C	-2&6	14&6	-3&-2	46&6	35&28	-2&-4	1&14
CCC1COC(c2cccn2Cc2ccccc2Cl)=N1 (configuration not stated)	7	0	-3	2	16	-19	-4
CCOC(=O)C1=C(CCc2ccccc2)NC(=O)NC1c1ccc2ccccc2c1 (configuration not stated)	5	10	.	4	5	-9	12
COc1ccccc1CN1[C@H](CO)[C@H](c2ccccc2)C12CN(C(=O)c1ccccn1)C2	4	2	-1	.	-16	.	-10
COc1cc(Br)c(CCNC(=O)c2ccco2)cc1OC	2	-3	-1	5	4	-7	.
CCC(C)NC(=O)c1cc(-c2cccs2)nc2ccccc12 (configuration not stated)	-6	-6	-3	-19	-20	-1	-7

Outcome played no part in choosing rows. Share with any hit: about 4.9%.
